Assay outcomes from PubChem BioAssay.
ER stress death – ER stress cell death inhibition. CSM14.1 thapsigargin ER stress survival, ATP luminescence. relative survival (cellular ATP), % at 15 µg/mL (by protocol). 48,000 compounds, 0.33% hits;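 active = survival measured by cellular ATP above 50% at 15 µg/ml in the first screen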;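 note: cell death triggered by about 15 µM thapsigargin; ATP read 24 h after thapsigargin was added; plate controls were thapsigargin with DMSO for no effect and DMSO without thapsigargin for full effect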
* hit, by the source's call. Only part of the results is shown, so the mix of outcomes need not match the whole.

SMILES	ER stress death
Cc1ccc(Cl)cc1NC(=O)CSc1nc2ccccc2[nH]1	10
CCOc1cc(/C=C2\Sc3ccccc3C2=O)ccc1OCc1ccc([N+](=O)[O-])cc1	5
CC(=O)c1ccc(-c2ccc(/C=C3/SC(=S)N(c4ccccc4)C3=O)o2)cc1	21
O=C(Nc1ccc(I)cc1)c1ccc(CN2CCOCC2)cc1	6
Cc1cc([N+](=O)[O-])ccc1-c1ccc(C(=O)Nc2ccc(Cl)cn2)o1	0
Cc1ccc(/C(O)=C2\C(=O)C(=O)N(CCCC(=O)O)C2c2ccc(C)cc2)cc1 (stereo not drawn)	0
O=C1NN(c2ccc(I)cc2)C(=O)/C1=C\c1ccccc1O	-1
COC(=O)c1ccc(-n2ncnc2-c2ccc(Cl)c([N+](=O)[O-])c2)cc1	-2
Cc1cc(/C=N/NC(=O)c2cccnc2)c(C)n1-c1ccccc1	-6
CCOc1ccc(C(=O)Nc2ccc(Cl)c(-c3nc4ccccc4[nH]3)c2)cc1Cl	65*
O=c1oc2cc(OCc3c(F)cccc3Cl)ccc2cc1-c1ccccn1	0
CC(=O)CC1(O)C(=O)N(Cc2ccc3c(c2)OCO3)c2ccccc21 (stereo not drawn)	-1
CC1=CC(C)(C)N(C(=O)CN2C(=O)C3CCCCC3C2=O)c2cc(C)ccc21 (stereo not drawn)	6
CCN(CC)c1ccc(/C=C(\C#N)C(=O)Nc2ccc(OC)cc2)c(OC)c1	4
O=C(N/N=C/c1ccccn1)c1cccc([N+](=O)[O-])c1	0
CC(=O)c1ccc(NC(=O)c2ccc(CN(c3ccc(C)c(C)c3)S(C)(=O)=O)cc2)cc1	-4
O=C(CC1Sc2ccccc2NC1=O)Nc1ccc(SC(F)(F)F)cc1 (stereo not drawn)	8
CCOc1ccc(NC(=O)c2c(O)c3ccccc3n(CC(C)C)c2=O)cc1	6
O=C(Nc1ccc(OC(F)(F)F)cc1)c1cccc(OCc2ccccc2)c1	-2
CC(C)OC(=O)c1c(-c2ccccc2Cl)csc1N	16
CCOC(=O)c1ccc(NC(=O)CN(c2cccc(Br)c2)S(=O)(=O)c2ccccc2)cc1	7
CC(C)(C)c1ccc(C(=O)Nc2ccc(NC(=O)COc3ccccc3[N+](=O)[O-])cc2)cc1	-6
CC(=O)N1CCN(c2ccc(NC(=O)c3cccc([N+](=O)[O-])c3)cc2)CC1	0
CCCCNC(=O)n1ccc(C(=O)Nc2ccc(C)cc2C)n1	4
O=C(Nc1nc2ccccc2n1Cc1ccccc1)c1ccccc1	0

Next section; it opens with the 2 that closed the last part.
SMILES	ER stress death
CCCCNC(=O)n1ccc(C(=O)Nc2ccc(C)cc2C)n1	4
O=C(Nc1nc2ccccc2n1Cc1ccccc1)c1ccccc1	0
Cc1cc(C)c(S(=O)(=O)NCc2ccc3c(c2)OCO3)c(C)c1	8
O=C(Nc1cccc2c1C(=O)c1c(NC(=O)c3ccccc3)cccc1C2=O)c1ccccc1	9
Cc1cc2nc(-c3cc(NC(=O)c4ccc(Br)o4)ccc3Cl)oc2cc1C	10
COc1ccc(CC(=O)Nc2ccc(Br)cc2C)cc1OC	7
CCOC(=O)c1c(C)oc2ccc(OC(=O)c3ccccc3OC)cc12	3
O=C(Nc1ccc(Br)cc1)c1ccc(Cl)cc1Cl	2
CC(=O)OC1(C[N+](=O)[O-])C2CC3CC(C2)CC1C3 (stereo not drawn)	13
Cc1ccc(S(=O)(=O)N2CCN(CC3CC4C=CC3C4)CC2)cc1 (stereo not drawn)	-9
Cc1cccc(NC(=O)CSc2nsc(SCC(=O)Nc3cccc(C)c3)n2)c1	2
COc1ccccc1P(=O)(c1ccccc1)c1ccccc1	7
O=C1NC(=O)/C(=C/c2c(F)cccc2Cl)S1	2
COc1ccc(CCN2C(=O)CC(C(C)c3ccccc3)C2=O)cc1OC (stereo not drawn)	10
COc1ccc(C(=O)/C=C\Nc2cc(Cl)ccc2O)c(OC)c1	4
COc1ccc(Cl)cc1C(=O)N1CCOCC1	0
CCOc1cc(/C=C2\C(=O)NC(=S)N(c3cccc(Br)c3)C2=O)ccc1O	4
O=C1C=CC(=NS(=O)(=O)c2ccccc2)c2ccccc21	-4
CCC(=O)Nc1ccc(NC(=O)c2ccc3ccccc3c2)cc1	5
O=C1/C(=C/c2cccs2)SC(=S)N1Nc1ccccc1	0
COc1ccccc1C(=O)Nc1ccc2ccccc2c1	8
O=C(CSc1nc(O)cc(=O)[nH]1)c1ccc(O)cc1O	7
O=C(Nc1ccc(F)cc1)/C(=C\c1ccc(Br)cc1)NC(=O)c1ccccc1F	2
O=C1C(=Cc2ccc(Br)cc2)C(=O)c2ccccc21	3
Cc1c(/C=C2\SC(=S)NC2=O)c(=O)n(-c2ccccc2)n1C	6
OCCNc1ncc(-c2ccccc2)cn1	-8
CCCN1C(=O)c2ccccc2NC1c1ccc(O)c(OCC)c1 (stereo not drawn)	-4

Quoted at random: two entries already listed.
SMILES	ER stress death
Cc1cc2nc(-c3cc(NC(=O)c4ccc(Br)o4)ccc3Cl)oc2cc1C	10
O=C(CSc1nc(O)cc(=O)[nH]1)c1ccc(O)cc1O	7

In another format: entries from further up
SMILES: CCOC(=O)c1c(C)oc2ccc(OC(=O)c3ccccc3OC)cc12
  ER stress death: 3
SMILES: COc1ccc(Cl)cc1C(=O)N1CCOCC1
  ER stress death: 0
SMILES: CCC(=O)Nc1ccc(NC(=O)c2ccc3ccccc3c2)cc1
  ER stress death: 5

(further entries)
SMILES	ER stress death
CCOc1ccccc1NC(=O)c1c(NC(=O)c2ccco2)sc2c1CCC2	0
CC1(C)C(c2cccs2)=[N+]([O-])C2(CCCCC/C2=N\O)N1O (stereo not drawn)	12
N#CC1=C(SCC(=O)Nc2ccccc2)NC(=O)C(C#N)C12CCCC2 (stereo not drawn)	8
COc1cccc(OC)c1C(=O)Nc1ccc(C(=O)Oc2ccccc2)c(O)c1	-3
O=c1/c(=C/c2cccc(OCc3ccccc3F)c2)sc2nc3ccccc3n12	-2
CN1CCN(/N=C/c2ccc(Cl)cc2Cl)CC1	-6
O=C(c1ccco1)N1CCN(C(c2ccccc2)c2ccccc2)CC1	-1
COc1cc(NC(=O)/C=C/c2ccc(Cl)cc2)ccc1NC(=O)c1ccco1	-1
CCOC(=O)c1ccc(N2NC(=O)/C(=C/c3cccc([N+](=O)[O-])c3)C2=O)cc1	0
Cc1cc2nc3n(c2cc1C)CCCN3	-5
CCOC(=O)CNC(=O)c1ccc(-c2ccccc2)cc1	-32
COc1cc(Br)cc(C=Nc2ccc(C)cn2)c1O	4
Cc1ccc2oc(-c3cccc(NC(=O)/C=C/c4ccc(-c5ccccc5[N+](=O)[O-])o4)c3C)nc2c1	-1
CC(Oc1ccccc1)C(=O)Nc1cccc(C(F)(F)F)c1 (stereo not drawn)	2
Cc1ccc(CN2CCN(C3CCCCC3)CC2)cc1	-8
CCCCSc1nc2ccccc2c(=O)n1Cc1ccccc1	5
N#C/C(=C\c1ccc(-c2ccc3c(c2)COC3=O)o1)C(N)=O	8
CC(=O)Nc1ccc(S(=O)(=O)n2nc(C)c(Sc3ccccc3)c2C)cc1	8
CCOc1ccccc1NC(=O)C1C(c2ccccc2)C1(Cl)Cl (stereo not drawn)	11
CC(=O)Nc1ccccc1NC(=O)c1ccccc1I	10
CCOc1ccc(NC(=O)C2=C(C)NC(=O)NC2c2ccc(OC)cc2OC)cc1 (stereo not drawn)	8
Cc1ccc(OCC(=O)n2cnnc2N)cc1	11
CCOc1ccc(NC(=S)NC(=O)c2ccc(OC)cc2)c([N+](=O)[O-])c1	0
Nc1nc(-c2ccccc2)cc(N2CCOCC2)n1	-3
Cc1cc(/C=C2/NC(=O)NC2=O)c(C)n1C	9
New compounds follow:
SMILES	ER stress death
COc1ccc(C)cc1NC(=O)COc1ccccc1OC	5
COCCOC(=O)c1c(C)oc2ccc(OC)cc12	2
COC(=O)c1sc(NC(=O)c2sc3cc(C)ccc3c2Cl)c(C#N)c1C	0
CC1=NN(C(=S)c2ccccc2)C(C)(O)C1 (stereo not drawn)	10
Cc1nc2ccc(NC(=O)c3ccc(S(=O)(=O)N4CCOCC4)cc3)cc2s1	6
Cc1cc(NC(=O)COc2ccccc2Cl)ccc1NC(=O)c1ccccc1	-2
CCOCCOC(=O)C(C)Sc1n[nH]c(=O)[nH]c1=O (stereo not drawn)	12
CSc1ccc(S(=O)(=O)N(CC(=O)Nc2ccc(C(C)=O)cc2)c2ccc(C)cc2)cc1	4
Brc1ccccc1NCc1ccncc1	26
Cc1ccccc1C(=O)N/N=C/c1ccc(OCC(=O)N2CCCCC2)cc1	-5
COC(=O)c1ccc(NS(=O)(=O)c2ccc(Cl)cc2)cc1	2
COC(=O)c1cc(NC(=O)c2cc(Cl)ccc2[N+](=O)[O-])cc(C(=O)OC)c1	4
O=C(N/N=C/c1cccc(Br)c1)C(Oc1ccccc1)Oc1ccccc1	6
O=C(NCCCN1CCOCC1)c1ccc(F)cc1	8
CCCC(=O)NC(c1ccc(C)cc1)c1c(OC(C)=O)ccc2ccccc12 (stereo not drawn)	36
O=C(Cc1ccc(F)cc1F)n1nnc2ccccc21	-2
C=CCN1C(=O)/C(=C\c2ccc(-c3ccc([N+](=O)[O-])cc3C)o2)C(=O)NC1=S	6
CC(=O)Oc1ccc(C2C(C(=O)OC(C)C)=C(C)NC3=C2C(=O)CC(C)(C)C3)cc1 (stereo not drawn)	8
COc1cc2c(cc1[N+](=O)[O-])CCCC2	6
O=C(O)C1CCCCC1C(=O)Nc1cccnc1 (stereo not drawn)	10
CCOC(=O)C1=CS/C(=C2/C(=S)C(C)(C)Nc3cc(C)ccc32)S1	-1
O=S(=O)(c1ccc(Cl)cc1)N1CCN(Cc2cccc(F)c2)CC1	-4
CCc1ccccc1NC(=O)c1cc2ccccc2o1	6
O=C(Nc1ccc2oc(-c3ccccc3)nc2c1)c1ccncc1	2
Cc1c(C(=O)NCC#N)cccc1[N+](=O)[O-]	13
More compounds follow:
SMILES	ER stress death
CCC1(C)CC(CC#N)(c2ccc(OC)cc2)CCO1 (stereo not drawn)	-3
C=CCCC(=O)Nc1ccc(Br)cn1	-1
COc1cc(C=Nc2ccc(Nc3ccccc3)cc2)ccc1OCc1ccccc1	-7
Cc1ccc(NC(=O)C2CC(O)CN2C(=O)Oc2ccccc2)c(C)c1 (stereo not drawn)	5
CC1(C)Cc2ccccc2C2=C(C(=O)N3CCOCC3)C(=O)C(=O)N21	0
O=S(=O)(CC(O)COCc1ccc(Cl)cc1)c1ccccn1 (stereo not drawn)	0
Cc1occc1C(=O)NNC(=O)Nc1ccc(Cl)c(Cl)c1	1
Cc1nc(P(=O)(c2ccccc2)c2ccccc2)c(N2CCOCC2)o1	0
CCN(CC)S(=O)(=O)c1ccc(Cl)c(C(=O)Nc2cccc(F)c2)c1	8
CCN(CC)CCSc1nc(O)c(C2CCCCC2)c(=O)[nH]1	2
CC1=C(C(=O)OC2CCCC2C)C(c2ccc(Br)cc2)NC(=O)N1 (stereo not drawn)	1
O=C(Nc1cccc(F)c1)c1cc2ccccc2oc1=O	1
CC(C)(C)NC(=O)Nc1ccc2nccnc2c1	-5
COc1cccc(C(=O)N2c3ccccc3Sc3ccccc32)c1	2
CN(C)c1ccc(/C=N/N=C2/NC(=O)C(Cc3ccc(Cl)cc3Cl)S2)cc1 (stereo not drawn)	-1
Cc1cc(I)ccc1NC(=O)CCCOc1ccc(Cl)cc1Cl	5
O=C(COc1ccc(F)cc1)NC(C(=O)O)C12CC3CC(CC(C3)C1)C2 (stereo not drawn)	0
O=C(Nc1ccc(S(=O)(=O)Nc2nccs2)cc1)C(Cl)(Cl)Cl	1
COc1ccc(OC)c(NC(=O)Cc2ccccc2OC)c1	13
O=C1N=c2ccccc2=C1c1sc(=S)n(-c2ccc(C(=O)O)cc2)c1O	-2
CC(=O)C(Sc1ccccc1[N+](=O)[O-])C(C)=O	-3
COc1cc(NC(=O)c2cccc(C)c2)c(C(=O)O)cc1OC	-6
O=C(/C=C/c1ccccc1)Nc1ccc(I)cc1Cl	0
COc1ccccc1CNCc1cccc([N+](=O)[O-])c1	-3
COC(=O)c1ccccc1N(Cc1ccc(Cl)cc1)S(=O)(=O)c1ccc(C)cc1	21
The results go on.
SMILES	ER stress death
Nc1ccc(C(=O)Nc2ccc(N)cc2NC(=O)c2ccc(N)cc2)cc1	0
CCOc1ccccc1C1Nc2ccccc2NC2=C1C(=O)CC(C)(C)C2 (stereo not drawn)	11
O=C(CCNC(=O)/C(=C\c1ccco1)NC(=O)c1ccco1)OCc1ccccc1	1
COCCNC(=O)c1nn2c(c1Cl)NC(c1ccc(Br)cc1)CC2C(F)(F)F (stereo not drawn)	1
CC(C)COc1cccc(-c2cc(C(=O)O)c3ccccc3n2)c1	-1
CCOC(=O)C1=C(c2ccccc2)N=c2s/c(=C\c3ccc(O)cc3)c(=O)n2C1c1cccs1 (stereo not drawn)	-9
C/C(=N\Nc1nnc2c(n1)[nH]c1ccccc12)c1cccs1	-6
COc1cccc(C2=NN(C(=O)c3cccc(Br)c3)C(O)(C(F)(F)F)C2)c1 (stereo not drawn)	7
CCOC(=O)c1ccc(-c2ccc(/C=C3/SC(=S)N(CC)C3=O)o2)cc1	9
Cc1cccc(OC(=O)C#Cc2ccccc2)c1	6
O=C1C(Cl)=C(Nc2ccc(Nc3ccccc3)cc2)C(=O)c2ccccc21	2
COc1ccc(C2=C/C(=C\c3ccccc3[N+](=O)[O-])C(=O)O2)cc1	3
Cc1ccc2nc(-c3ccc(NC(=O)c4ccc(S(=O)(=O)N5CCCC5)cc4)cc3)sc2c1	8

Some of the entries so far, in markdown:
| smiles | ER stress death |
| --- | --- |
| COc1cccc(C2=NN(C(=O)c3cccc(Br)c3)C(O)(C(F)(F)F)C2)c1 (stereo not drawn) | 7 |
| CCOc1ccccc1C1Nc2ccccc2NC2=C1C(=O)CC(C)(C)C2 (stereo not drawn) | 11 |
| CCOC(=O)C1=C(c2ccccc2)N=c2s/c(=C\c3ccc(O)cc3)c(=O)n2C1c1cccs1 (stereo not drawn) | -9 |
| C/C(=N\Nc1nnc2c(n1)[nH]c1ccccc12)c1cccs1 | -6 |
| CCOC(=O)c1ccc(-c2ccc(/C=C3/SC(=S)N(CC)C3=O)o2)cc1 | 9 |
| Cc1ccc2nc(-c3ccc(NC(=O)c4ccc(S(=O)(=O)N5CCCC5)cc4)cc3)sc2c1 | 8 |
| COCCNC(=O)c1nn2c(c1Cl)NC(c1ccc(Br)cc1)CC2C(F)(F)F (stereo not drawn) | 1 |
